Hsp70 displacement: Hsp70 inhibitors, probe displacement, primary screen, biochemical, fluorescence polarization (AID 583); Heat shock 70 kDa protein 1A (Homo sapiens); Hsp70 fluorescence polarization probe displacement, mP; higher % means a stronger effect; displacement, % at 20 µM, or IC50 in µM where a hit was titrated; 140,000 compounds, 0.06% hits; in the data active means displacement above about 50%;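 further: plate controls were vehicle for no effect and reference ligand for full effect; a part of the inactive calls stands beside numbers as strong as those of hits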
Rat MKP-3 inhibitors: MKP-3 phosphatase inhibitors, primary screen, biochemical, rat enzyme, in vitro (AID 425) | Dual specificity protein phosphatase 6 (Rattus norvegicus) | recombinant MKP-3 phosphatase activity, fluorescence; higher % means a stronger effect | inhibition, % at 20 µM, or IC50 in µM where a hit was titrated | 110,000 compounds, 0.17% hits; in the data active means inhibition above about 50%;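 further: plate controls were vehicle for no effect and reference inhibitor for full effect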
* hit, by the source's call; x = no result given; & = joins results of further samples.

Under each structure – Hsp70 displacement, Rat MKP-3 inhibitors
CCn1nnnc1-c1ccc(OC)c(S(=O)(=O)NCc2ccccc2)c1
→ 5.3%&-1.2%, -4%&2%
N/C(=N\OC(=O)c1ccccc1I)c1ccccn1
→ -3.3%, -2%
N/C(=N\OC(=O)c1ccc(F)cc1)c1ccccc1
→ 4.2%, 1%
O=C(c1cc(-c2ccc(Cl)c(Cl)c2)on1)N1CCN(c2ccccc2)CC1
→ 6.0%, 2%
Cc1ccc(S(=O)(=O)N(CCc2ccccc2)CC(=O)NCc2cccnc2)cc1
→ -1.0%, 2%
Cc1nc(SCC(=O)Nc2ccnc3ccccc23)n[nH]1
→ -3.7%, -17%
COc1ccccc1C1SCCN1C(=O)/C=C\C(=O)O (centres undefined)
→ -4.9%, -1%
COc1ccc(N2C(=O)CC(N3CCC(O)(c4ccc(Br)cc4)CC3)C2=O)cc1 (centres undefined)
→ -2.5%, x
Cc1ccccc1OCc1nnc(SCC(=O)Nc2ccc3c(c2)OCO3)n1C
→ 0.7%, 3%
NC(=O)Cn1c(=O)n(Cc2ccco2)c(=O)c2c3c(sc21)CCCCC3
→ 13%, x
C=C(C)c1cccc(C(C)(C)NC(=O)Nc2ccccc2F)c1
→ 0.0%, 2%
O=C(NCc1ccccn1)C(=O)N/N=C/c1ccccc1F
→ 4.1%, 0%
CCn1c(SCC(=O)c2ccc(NS(=O)(=O)c3ccccc3)cc2)nnc1-c1cccs1
→ 3.4%, -13%
O=C1CC(NCc2ccc(Cl)cc2)C(=O)N1c1ccc(Br)cc1 (centres undefined)
→ -1.0%, 5%
CCOc1ccc(/C(O)=C2/C(=O)C(=O)N(Cc3cccnc3)C2c2ccc(N(C)C)cc2)c(C)c1 (centres undefined)
→ 6.5%, -3%
CC(=O)N1CCCc2cc(S(=O)(=O)N(C)CCC#N)ccc21
→ 2.4%, -8%
COc1ccc(C(NS(=O)(=O)c2ccc(C)c([N+](=O)[O-])c2)c2ccccc2)cc1 (centres undefined)
→ 3.4%, 4%
NC(=O)CSc1c[nH]c2ccccc12
→ -0.3%, -3%
COc1cc(C2N=C(c3ccccc3)NO2)cc(Br)c1O (centres undefined)
→ 1.3%, -7%
CCc1ccccc1NC(=O)c1cc(-c2cccs2)nc2ccccc12
→ 6.4%, 0%
CSCC[C@@H](C(=O)Nc1ccc2c(c1)OCCO2)N1Cc2ccccc2C1=O
→ 0.4%, -2%
O=C(N/N=C/c1ccc(O)cc1)c1cccc(Cl)c1
→ 3.5%, 3%
CC[N+]1=C(/C=C/Nc2ccccc2)SCC1
→ -4.1%, 1%
O=C(Nc1cccnc1)c1ccc(COc2ccccc2Cl)o1
→ 1.3%, x
O=C(NC1CCCC1)C(c1ccncc1)N(CC1CCCO1)C(=O)Cn1nnc(-c2cccs2)n1 (centres undefined)
→ 1.4%, x
CCC(=O)Nc1cc(C)c(NC(=O)C23CC4CC(CC(C4)C2)C3)cn1
→ 14%, 0%
CCOC(=O)c1c(C)c(C(=O)NCCCN2CCCC2=O)c(C)n1CC
→ -4.4%, 1%
Nc1nnc(SCc2ccc(Cl)cc2)s1
→ 4.4%, x
CCC1CCCCN1Cc1nc2c(c(=O)n(C)c(=O)n2C)n1Cc1ccccc1 (centres undefined)
→ 3.4%, -3%
COc1cccc(-c2cc(C(=O)Nc3cnn(Cc4ccc(F)cc4)c3)no2)c1
→ 4.7%, 1%
Cc1ccc(-c2cc(C(=O)NCc3ccco3)no2)cc1
→ 6.7%, 1%
CCCCN(CCCC)C(=O)c1cccc([N+](=O)[O-])c1C
→ -1.0%, 2%
CCCC(c1nnnn1Cc1ccccc1)N1CCC(C(N)=O)CC1 (centres undefined)
→ 0.9%, 0%
COc1ccc(Nc2nc(-c3ccc(C)cc3)c(C)s2)cc1
→ -8.7%, 7%
CC(=O)C1=C(O)C(=O)N(c2nc3ccccc3s2)C1c1ccccc1 (centres undefined)
→ -4.9%, 4%
COc1ccc(C2CC(=O)C3=C(C2)Nc2ccccc2NC3c2coc3c(Cl)cc(Cl)cc3c2=O)cc1 (centres undefined)
→ 5.8%, 3%
C=CCc1cccc(/C=N/c2nc3ccccc3n2CC)c1O
→ -2.3%&-1.0%, -8%&0%
CC(C)=CCC/C(C)=C/CN(CC(C)O)CC(C)O (centres undefined)
→ 0.2%, -2%
Cc1cc(C)n(-c2nncn2/N=C/c2ccccc2F)n1
→ 4.7%, 3%
Cc1ccc2c(c1)cc(C)c1nnc(SCC(=O)NCc3ccco3)n12
→ -1.9%, -4%
COc1cc([N+](=O)[O-])cc2c1N=C(c1ccc(Br)cc1)NO2
→ 2.3%, 0%
O=C(c1cccc([N+](=O)[O-])c1)c1ccc2c(c1)C(=O)NC2=O
→ 1.5%, 0%
CSc1ccccc1NC(=O)CSc1nc2ccccc2o1
→ -0.4%, -1%
CC(C)Sc1nc2c(cnn2-c2ccccc2)c(=O)[nH]1
→ 2.7%, -2%
Cc1ccc(NC(=O)C2COc3ccccc3O2)cc1C (centres undefined)
→ -5.6%, 2%
COc1cc(/C=C2\SC(=S)N(c3ccc(C)cc3C)C2=O)cc(Br)c1O
→ -77%, -3%
CCN(CC)c1ccc(/C=C2/SC(=O)N(CNc3ccc(OC)c(Cl)c3)C2=O)cc1
→ -29%, 3%
Cc1cccc(CSc2nc3c(cc2C#N)CCC3)c1
→ -0.3%, x
Cc1ccc(C(=O)Nc2cc(Cl)ccc2C)cc1C
→ 3.6%, -2%
COc1cc2c(cc1OC)C(c1cccs1)N(C(=O)C(C)C)CC2 (centres undefined)
→ -1.0%, x
COCCNC(=O)c1ccc(CS(=O)(=O)c2ccc(C)cc2)o1
→ -0.9%, -2%
COc1ccc(C(N)=O)cc1NC(=O)c1ccc(Cl)c(Cl)c1
→ 2.1%, -3%
CN(C)c1ccc(C2C3C(=O)NC(=O)C3ON2c2ccc(Cl)cc2)cc1 (centres undefined)
→ x, 1%
Cc1cc(NC(=O)c2ccc(Oc3ccc([N+](=O)[O-])cc3)cc2)no1
→ 3.9%, 3%
COc1ccc(Cl)cc1NC(=O)c1cc2cc([N+](=O)[O-])ccc2oc1=O
→ -1.0%, -8%
COc1ccc(S(=O)(=O)Nc2ccc(Oc3ncccn3)c(Cl)c2)cc1
→ -1.7%, x
CCC(C)NC(=O)c1ccc(CN(c2ccc(C)c(C)c2)S(C)(=O)=O)cc1 (centres undefined)
→ 0.5%, 3%
Cc1nn(Cc2ccc(Cl)cc2Cl)c(C)c1NC(=O)CCl
→ 4.4%, x
C=CCOC(=O)Nc1c(C(=O)OC)[nH]c2ccccc12
→ -0.5%, 7%
Cc1cccc(C)c1NC(=O)CSc1nc(-c2ccco2)cc(C(F)(F)F)n1
→ 1.7%, x

6 consecutive compounds from above:
Under each structure – Hsp70 displacement, Rat MKP-3 inhibitors
Cc1ccc(-c2cc(C(=O)NCc3ccco3)no2)cc1
→ 6.7%, 1%
CCCCN(CCCC)C(=O)c1cccc([N+](=O)[O-])c1C
→ -1.0%, 2%
CCCC(c1nnnn1Cc1ccccc1)N1CCC(C(N)=O)CC1 (centres undefined)
→ 0.9%, 0%
COc1ccc(Nc2nc(-c3ccc(C)cc3)c(C)s2)cc1
→ -8.7%, 7%
CC(=O)C1=C(O)C(=O)N(c2nc3ccccc3s2)C1c1ccccc1 (centres undefined)
→ -4.9%, 4%
COc1ccc(C2CC(=O)C3=C(C2)Nc2ccccc2NC3c2coc3c(Cl)cc(Cl)cc3c2=O)cc1 (centres undefined)
→ 5.8%, 3%

Carrying on.
Under each structure – Hsp70 displacement, Rat MKP-3 inhibitors
CCn1cc(C(=O)N2CCc3ccccc32)c(=O)c2cc(S(=O)(=O)N3CCCCCC3)ccc21
→ -4.9%, x
Cc1c(NS(=O)(=O)c2ccccc2)cc(Cl)c(O)c1C
→ 0.1%, -4%
CCN(CC)c1ccc(C(=O)OCC(=O)N2CCN(c3ccccc3)CC2)cc1
→ 9.6%, -13%
Cc1ccc(NC(=O)/C(=C/c2ccccc2Cl)NC(=O)c2ccc(C)cc2)cc1
→ 1.9%, -2%
COc1ccc(S(=O)(=O)Nc2ccc3oc(C)c(C(C)=O)c3c2)cc1
→ 0.5%, x
COc1ccc(N=Cc2c(O)n(-c3cc(OC)ccc3OC)c(=O)[nH]c2=O)cc1
→ -2.9%, 2%
CC1CN(C(=O)c2cc(-c3ccccc3)nc3ccccc23)CC(C)O1 (centres undefined)
→ -2.2%, 2%
Cc1ccc(Cl)cc1NC(=O)c1ccccc1N(Cc1ccccc1)S(=O)(=O)c1ccccc1
→ -0.6%, 0%
CN1CCN(Cc2c(O)ccc3c(=O)c(Oc4ccccc4Cl)c(C(F)(F)F)oc23)CC1
→ -3.6%, 2%
Cc1ccc(N2CC(c3nc4ccccc4n3C)CC2=O)cc1C (centres undefined)
→ -8.0%, -7%
CC(C)C(=O)NCCN1CCOCC1
→ -2.7%, -1%
COc1ccc(NC(=O)c2cccc(-n3cnnn3)c2)cc1
→ -1.7%, -20%
O=C(CN(C(=O)CCC(=O)Nc1nccs1)c1ccc2c(c1)OCCO2)NCc1ccco1
→ 5.1%, -3%
CCOC(=O)c1c(NC(=O)CCCOc2ccc(Cl)cc2Cl)sc(C)c1C
→ -0.1%, 1%
CN(C)c1cccc(C(=O)OCC(=O)NCC2CCCO2)c1 (centres undefined)
→ 3.5%, -8%
Cc1sc(NC(=O)CC(c2ccccc2)c2ccccc2)c(C(N)=O)c1C
→ 8.1%, 0%
Cn1c(=O)n(CCCOc2ccc(Cl)cc2)c2ccccc21
→ -0.5%, -5%
Cc1ccc(CCNC(=O)c2nnn(-c3cc(C)cc(C)c3)c2N)cc1
→ 1.5%, 6%
CC(C)Oc1ccc(C2C3=C(CC(C)(C)CC3=O)Nc3ccccc3N2C(=O)Cc2ccccc2)cc1 (centres undefined)
→ 0.0%, 3%
COc1ccc(S(=O)(=O)N2CCC(C(=O)NCc3ccccn3)CC2)cc1Cl
→ -1.9%, -1%
Cc1cc(=O)oc(C)c1C(=O)OCC(=O)c1ccc(Br)cc1
→ -1.1%, x
Cc1ccc(-c2noc(CSc3ccccc3)n2)cc1
→ -0.9%, x
O=C(/C=C/c1ccc(-c2cccc([N+](=O)[O-])c2)o1)Nc1ccc(Cl)cc1
→ 2.1%, 1%
CN(CCOC(=O)c1cccc(Br)c1)C(C)(C)C
→ -0.8%, -7%
O=C(Nc1nnc(SCc2ccc(Cl)cc2)s1)c1ccco1
→ -3.8%, -11%
COc1cccc(NC(=O)/C(=C\c2cccc(Br)c2)NC(=O)c2ccccc2)c1
→ 1.2%, 2%
Cc1ccc2cccc(S(=O)(=O)n3nc(C)cc3C)c2n1
→ -3.9%, -8%
COc1ccc(C(=O)Nc2ccc(S(=O)(=O)N3CCCCC3C)cc2)c(OC)c1OC (centres undefined)
→ -5.5%, -8%
CCOC(=O)c1c(NC(=O)C(CC)Sc2nc(C)cc(C)n2)sc2c1CCCC2 (centres undefined)
→ -2.3%, 3%
COC(=O)CN1C(c2cc(OC)c(OC)c(OC)c2)Nc2ccc(C)cc2C1c1ccccc1 (centres undefined)
→ 6.3%, -4%

As entered above:
CC1CN(C(=O)c2cc(-c3ccccc3)nc3ccccc23)CC(C)O1 (centres undefined) in Hsp70 displacement: -2.2%
COc1ccc(S(=O)(=O)N2CCC(C(=O)NCc3ccccn3)CC2)cc1Cl in Rat MKP-3 inhibitors: -1%

Following part.
Under each structure – Hsp70 displacement, Rat MKP-3 inhibitors
CC#CCN(CC#CC)S(=O)(=O)c1ccc(-n2cnnn2)c(OC)c1
→ 3.8%, -8%
CCCCCCC1C(C#N)=C(N)OC2=C1C(=O)CCC2 (centres undefined)
→ 0.4%, -4%
Cc1ccc(C)c(OCCOCCOc2ncnc3ccccc23)c1
→ 1.3%, -1%
O=C(Cn1ccc2ccccc2c1=O)N1CCN(Cc2ccc3c(c2)OCO3)CC1
→ 5.2%, 5%
Cc1nn2cc(-c3ccccc3)nc2s1
→ 4.7%, -6%
CC12CCCCN1CCCc1c2[nH]c2ccccc12 (centres undefined)
→ 6.0%, -15%
COc1cccc(NC(=O)CSc2nccn2-c2cccc(OC)c2)c1
→ -1.0%, 3%
CCCCOc1ccc(NC(=O)C2CC(=O)N(c3ccccc3)C2)cc1 (centres undefined)
→ 0.0%, 1%
CC(C)C(=O)N1CCN(c2ccc(NC(=O)c3ccc4c(c3)OCCO4)cc2Cl)CC1
→ -2.6%, x
CN(C)c1ccc(/C=[N+](\[O-])C(C)(C)/C=N/O)cc1
→ 4.0%, -3%
CCCCN(C)C(=O)c1cn(CC)c2nc(C)ccc2c1=O
→ -0.6%, x
CC1OC(Nc2cccc3ccccc23)C(O)C(O)C1O (centres undefined)
→ 10%, -2%
CN(C)c1nc(Nc2nc3ccccc3[nH]2)nc(N(C)C)n1
→ -4.2%, 0%
CS(=O)(=O)N1CCC(c2noc(-c3ccc(C(F)(F)F)cc3)n2)CC1
→ -5.3%, -8%
CC(C)(NO)/C(=N\O)c1ccccc1
→ -6.6%, x
CCOC(=O)c1c(NCC(C)C)c2ccccc2[nH]c1=O
→ 9.7%, x
COc1ccc(NC(=O)NCCOc2cc(C)ccc2C(C)C)cc1OC
→ -2.2%, -1%
COCCCNC(=O)c1cccs1
→ -3.6%, x
CCN(CC)COc1ccc2occ(C(=O)c3cc(OC)ccc3OC)c2c1
→ -1.3%, -2%
CS(=O)(=O)N1CCCC(C(=O)NC2CCCCCCC2)C1 (centres undefined)
→ 5.3%, -11%
O=C(CCSc1ccc(Cl)cc1)N1CCN(c2ncccn2)CC1
→ 9.4%, -6%
C=CCNC(=O)c1ccc(N(CC=C)S(C)(=O)=O)cc1
→ 1.3%, x
C=C(C)COc1ccc(-c2nc(N)ncc2Oc2ccccc2OCC)c(O)c1
→ -1.3%, 2%

Exported bar-delimited: 2 of the compounds above
structure | Hsp70 displacement | Rat MKP-3 inhibitors
CCCCN(C)C(=O)c1cn(CC)c2nc(C)ccc2c1=O | -0.6% | x
CC1OC(Nc2cccc3ccccc23)C(O)C(O)C1O (centres undefined) | 10% | -2%

Some of the compounds tested; count on the stated rates, not on these rows.
